# Source: PubChem BioAssay (several laboratories)
# TAAR1 ag – agonists of human TAAR1. Q96RJ0. CHO RD-HGA16 TAAR1, Fluo-8 calcium fluorescence; vehicle wells 0%, saturating PEA agonist 100%. activation, % at 3 µM. actives 0.99% (n = 360,000). AID 624467;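 active = activation above the mean activation of all test compounds in the run plus 3 SD, cut at about 38% in these data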
#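 Test system: RD-HGA16 (CHO) cells co-expressing Gα16 and hTAAR1 | Doses: Single dose, 3 µM | Schedule: 17-24 h seeding, 75 min 37 °C dye, 30 min RT | Evaluation: % activation from peak over basal fluorescence ratio, DMSO-to-PEA scaled | Technique: Kinetic Fluo-8 calcium fluorescence | Benchmarks: Low control DMSO, high control PEA (EC100)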
# CHO-K1 Ca PAM – nonselective activator or artifact in parental CHO-K1 calcium assay; ATP EC20, Fluo-8 calcium fluorescence; 0% at ATP EC20, 100% at ATP max; activation, % at 3 µM; actives 0.02% (n = 360,000); AID 602247;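 active = activation above the run cutoff, the mean activation of all test compounds plus 3 SD, cut at about 40% in these data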;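 also: peak over basal fluorescence ratio in a 140 s read after ATP addition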
# M4 PAM – positive allosteric modulators of human muscarinic M4 receptor; P08173; CHO-K1 hM4/Gqi5, Fluo-8 calcium fluorescence, ACh EC20; 0% = ACh EC20, 100% = maximal ACh; activation, % at 3 µM; actives 0.4% (n = 360,000); AID 624126;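 active = activation above its plate's cutoff, the mean activation of sample wells plus 3 SD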; also: some results filed as inactive read as strong as hits
# CHRM5 PAM – potentiates acetylcholine response at human M5 receptor | AID 624038 | activation, % at 3 µM | actives 0.3% (n = 360,000) | CHO-K1 hM5, Fluo-8 calcium, ACh EC20 PAM; 0% = ACh EC20, 100% = ACh EC100;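 active = activation above the run cutoff, the mean activation of all test compounds plus 3 SD, cut at about 18% in these data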
#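 Measured by: Fluo-8 calcium fluorescence; material: human M5 receptor in CHO-K1 cells; schedule: Post-acetylcholine fluorescence recording 140 s; benchmarks: low control EC20 acetylcholine (0%), high control EC100 acetylcholine (100%); read-out: Max/basal fluorescence ratio as % of EC20–EC100 ACh window; compound: single dose, 3 µM nominal final test concentration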
# TAAR1 antag – human TAAR1 antagonism | Q96RJ0 | CHO RD-HGA16 TAAR1, Fluo-8 calcium fluorescence, antagonist | inhibition, % at 3 µM | actives 1.5% (n = 360,000) | AID 624466;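 active = inhibition above a per-plate cutoff, the mean inhibition of test compounds on that plate plus 3 SD, cut at about 49% in these data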;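 also: 0% = DMSO plus EC80 beta-PEA response and 100% = DMSO alone without agonist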
#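 Test system: CHO RD-HGA16 cells bearing hTAAR1 | Reagent: β-PEA, EC80 | Compound dosing: 3 µM, single point | Schedule: Dye loading 75 min at 37 °C, then 30 min room temperature | Signal: Calcium fluorescence with Fluo-8 | Evaluation: Percent inhibition of PEA-evoked calcium signal, max/basal emission ratio | Control set: DMSO-only wells and EC80 β-PEA-stimulated wells | Repeats: Singlicate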
# CRFR2-BP antag – CRF-BP/CRF-R2 complex antagonism; HEK293 CRF-R2/CRF-BP, CRF-induced calcium fluorescence; inhibition, % at 11.8 µM; actives 0.59% (n = 350,000); AID 588475;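 active = inhibition of the ligand-induced calcium signal above about 50% at the single tested concentration, limit read from the data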
# CRFBP-R2 agonist – agonists of human CRF-binding protein/CRF-R2 receptor complex. HEK293 CRF-R2/CRF-BP, calcium dye fluorescence (FLIPR); percent of saturating CRF peptide response. activation, % at 13.2 µM. actives 0.46% (n = 350,000);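 active = activation of at least 50%, plus an integration ratio under a set limit after plate pattern correction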;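 also: plate controls were neutral control wells without compound for no effect and CRF at EC100 for full effect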
# M5 ag – agonists of human muscarinic M5 receptor (CHRM5) | CHO-K1 hM5 cells, Fluo-8 calcium fluorescence; 0% DMSO wells, 100% maximal acetylcholine response | P08912 | activation, % at 3 µM | AID 624037 | actives 0.19% (n = 360,000);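 active = activation above the run's mean over test compounds plus 3 SD, cut at about 23% in these data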;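 also: signal is peak over basal fluorescence ratio across the kinetic read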
# CHRM5 antagonist – blocks acetylcholine activation of human M5 receptor | actives 0.59% (n = 360,000) | CHO-hM5 cells, Fluo-8 calcium fluorescence, ACh EC80 | P08912 | AID 624040 | inhibition, % at 3 µM;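 active = inhibition above a per-plate cutoff, the mean of that plate's test compounds plus 3 SD, cut at about 27% in these data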;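 also: 0% = acetylcholine EC80 with DMSO and 100% = DMSO without agonist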
# * hit, by the source's call; . = no result given.
SMILES,TAAR1 ag,CHO-K1 Ca PAM,M4 PAM,CHRM5 PAM,TAAR1 antag,CRFR2-BP antag,CRFBP-R2 agonist,M5 ag,CHRM5 antagonist
O=C1CCCN1S(=O)(=O)c1ccccc1,7.1,7.0,-11.0,-14.1,15.1,20.4,3.7,-11.6,-6.3
CSc1ncccc1C(=O)OCC(=O)NC(C)C,1.9,4.8,3.5,0.0,-18.7,2.5,0.8,-3.1,2.7
Cc1ccccc1C(=O)N(Cc1cccs1)C1CCS(=O)(=O)C1 (stereo unspecified),1.8,2.2,10.4,2.0,-6.8,3.0,-1.1,-2.8,-6.7
O=C(N/N=C/C(Br)=C/c1ccccc1)NC1CCCCC1,-0.9,12.6,-7.2,2.5,-1.1,-46.7,4.2,1.3,8.5
COC(=O)c1[nH]c2cc(OC)ccc2c1NC(=O)CCN1CCN(Cc2ccc3c(c2)OCO3)CC1,2.3,-8.4,-3.9,-1.1,-14.1,13.7,-1.1,-1.1,-1.7
O=C(CCSCCc1ccncc1)NCCCN1CCOCC1,5.3,-6.2,8.8,-8.8,6.7,-2.7,1.1,-1.7,10.3
Fc1ccc(N2CCN(c3nnnn3-c3ccccc3)CC2)cc1,4.1,16.1,-0.5,0.8,-4.3,-19.9,-2.5,0.3,12.6
CCOc1ccc(NC(=O)c2cc(=O)[nH]c3ccccc23)cc1,0.3,-7.0,-1.0,7.8,-1.7,-11.3,1.0,-2.4,-3.2
COc1cc(NC(=O)CN(C)Cc2ccc(OC(F)F)cc2)c(C)cc1[N+](=O)[O-],2.1,22.6,-0.6,-6.6,21.1,9.4,-0.7,-1.6,-0.3
Cc1cccc(S(=O)(=O)NC(=O)C2(C)CCN2C(=O)CCc2ccccc2)c1 (stereo unspecified),2.4,21.6,8.7,5.6,-12.9,.,.,0.9,-0.3
O=C(O)CCN1Cc2ccccc2C1=O,1.5,4.1,8.6,1.2,-1.1,23.4,0.6,4.3,-6.6
C=C1CCC[C@]2(C)C[C@H]3OC(=O)C(CNCC(C)C)[C@H]3CC12 (stereo partly specified),2.9,1.8,0.7,-2.8,7.9,-50.7,4.2,-0.6,9.2
CCOC(=O)CN1C(=O)C(=O)N(Cc2c(Cl)cccc2Cl)C1=O,-1.3,11.5,-8.9,-5.7,-5.8,-5.5,0.0,-3.2,7.4
COc1ccc(CCN2CC(C(=O)O)CC2=O)cc1 (stereo unspecified),1.2,23.4,6.9,3.6,7.6,10.3,3.9,1.2,-3.5
COc1ccc(S(=O)(=O)N2CCC(N3CCCC3)CC2)cc1,-0.2,3.8,-6.6,1.9,-20.6,-1.8,-1.0,-6.5,0.6
CCOc1ccc(C(=O)Nc2ccncc2)cc1,1.9,7.0,2.4,-12.6,5.4,17.4,0.9,3.3,14.9
Cc1ccsc1C(=O)N1CCc2ccccc2C1,-0.2,13.1,-9.6,-2.6,-19.8,-9.8,0.7,-6.6,-11.4
O=C1NC[C@H](c2ccccc2)OC(=O)[C@@H](Cc2ccc(F)cc2)CC/C=C/C[C@H]1CC(=O)N(CCO)Cc1ccccc1,30.1,-11.6,-12.0,-39.1,71.3*,-6.7,0.1,4.7,21.1
O=C(OCc1nc2ccsc2c(=O)[nH]1)c1ccc(Cl)s1,-0.3,6.9,2.1,-3.3,-9.1,-14.6,-0.3,3.5,2.3
CC(=O)C1=C(O)C(=O)N(c2ccc(O)cc2)C1c1ccccc1[N+](=O)[O-] (stereo unspecified),0.4,14.5,-1.6,0.6,-7.5,-14.4,4.0,1.8,5.9
O=C(CC1C(=O)NCCN1C(=S)Nc1ccccc1)Nc1ccc(F)cc1 (stereo unspecified),0.0,17.6,2.4,-1.1,-0.7,21.8,-2.0,-2.5,3.2
CC(C)COc1ccc(Br)cc1CNC(C)(C)C,7.6,15.6,-8.0,5.8,-13.2,0.1,-1.9,-10.4,1.1
CCOC(=O)C(Cc1ccc(N)cc1)N1C(=O)c2ccccc2C1=O (stereo unspecified),8.2,-9.5,-3.5,-6.7,10.7,-1.9,0.5,2.7,6.2
CCc1nc2c(OCc3ccc(C(F)(F)F)cc3)cccn2c1N(C)C(=O)c1ccc(OC)cc1,-1.0,-11.6,-3.9,-7.4,2.2,.,.,-4.1,3.2
CC(=O)NCCNC(=O)c1ccc(CSc2nc3ccccc3s2)cc1,5.2,13.2,-12.8,0.7,-16.9,.,.,-0.5,-4.1
CCOC(=O)[C@@H]1[C@H]2COc3ccccc3[C@@H]2N2C(=O)N(c3cccc(C)c3)C(=O)[C@]12C,0.2,9.2,4.3,-0.7,14.2,2.4,-1.1,-0.7,8.8
Cc1cc(Br)ccc1N=C1NC(=O)CS1,1.9,17.8,3.5,11.0,-6.2,-6.4,4.0,4.9,0.1
COc1ccccc1Nc1nc(NCCCCO)nc(N2CCCC2)n1,0.4,11.8,-0.3,-1.6,20.9,-6.3,0.7,-2.9,11.4
Cc1ccc(C)c(NC(=O)Cc2ccc(S(=O)(=O)N3CCCCC3)s2)c1,4.5,19.2,-10.0,-1.4,-1.8,12.5,-2.6,-1.8,1.3
Cc1ccc(C(=O)O)c(C(=O)Nc2nc3ccccc3s2)c1,2.0,-7.5,-7.6,-0.7,-21.7,-0.9,-0.2,1.8,4.7
COc1ccccc1C(=O)Oc1cc(N)n(S(=O)(=O)c2ccc(C)cc2)n1,8.6,18.3,3.9,-2.7,-14.8,-26.0,0.5,-2.3,-1.4
CC1CCC(NS(=O)(=O)c2cccc3nsnc23)CC1 (stereo unspecified),0.8,-14.6,-13.6,-5.7,8.6,-1.6,0.3,-4.9,6.2
O=C(Nc1ccccc1)OC1CCS(=O)(=O)C1 (stereo unspecified),0.1,7.2,12.5,0.9,-3.2,1.5,-2.8,-1.7,1.3
N#C/C(=C\c1ccc(OCC(N)=O)cc1)c1ccccc1,8.5,4.9,8.8,-3.4,10.8,-0.1,-1.6,-0.8,6.2
COc1ccccc1N1CCN(C(=O)c2cc(-c3ccc(F)cc3)on2)CC1,-3.9,3.4,-6.8,6.1,-0.8,-12.7,1.5,-2.9,9.3
COc1cc(/C=C/C(=O)OCC(=O)Nc2cccc(Oc3ccccc3)c2)ccc1O,8.1,15.1,-6.6,-11.9,24.1,-14.8,-0.7,-1.9,8.2
CCOC(=O)c1sc2nc(C)nc(NCc3ccc(F)cc3)c2c1C,-3.9,1.2,-16.1,-2.8,9.9,10.5,7.9,-2.2,-7.6
CC(=O)Nc1ccc(C(=O)OCC(=O)Nc2c(F)cccc2F)cc1,5.4,8.5,-14.0,0.7,-5.2,0.5,2.6,-2.5,4.2
CN(C)S(=O)(=O)N1CCc2ccc(NC(=O)C3CCCO3)cc2C1 (stereo unspecified),2.0,15.4,19.8*,2.5,-29.7,11.4,-1.2,-3.2,-0.7
O=C(CCC1CCCN(C(=O)c2cncs2)C1)NCc1ccc(F)c(F)c1 (stereo unspecified),1.2,-7.2,1.1,-3.1,-19.0,-6.8,-0.7,-1.0,2.0
O=C(CN1C(=O)CSc2ccc(S(=O)(=O)N3CCOCC3)cc21)NCCCN1CCCCC1,11.0,13.2,0.9,-4.7,-21.4,7.1,-0.2,-2.1,11.6
O=C(O)COc1c(Cl)cc(/C=C2/NC(=O)NC2=O)cc1Br,0.8,9.8,12.7,-2.2,10.8,15.1,-0.3,0.7,12.5
CCCC1NC(=O)c2cccnc2-n2c1nc1ccc(Cl)cc1c2=O (stereo unspecified),0.2,14.8,9.6,1.5,-7.7,-5.2,-1.2,0.8,2.2
Cc1c(N/C(=N/S(=O)(=O)c2cc([N+](=O)[O-])ccc2Cl)c2ccccc2)c(=O)n(-c2ccccc2)n1C,2.1,18.1,1.3,2.7,5.4,0.5,0.6,-3.2,3.2
COC(=O)C1NC(=O)N2C(C(=O)OC)C(C)(C)S[C@H]12 (stereo partly specified),5.3,-18.4,3.8,-4.2,-2.2,2.8,-3.0,4.4,0.6
CCNC(=O)C1(C)CCCN1C(=O)c1cnc2ccccc2n1 (stereo unspecified),0.6,8.3,0.5,1.7,-0.4,.,.,-0.7,-0.2
Cc1nnsc1C(=O)N/N=C/c1ccc2ccccc2c1O,36.5,0.4,5.4,-3.9,34.0,-170.0,147.0*,7.3,-0.4
COc1ccc(-n2ncc3c(N4CCN(c5cccc(C)c5C)CC4)ncnc32)cc1,-0.6,14.8,1.9,2.3,3.9,-3.2,8.3,-0.5,-0.6
O=C(Nc1ccc(N2CCOCC2)cc1)C1CC(=O)N(c2ccccc2)C1 (stereo unspecified),10.3,24.9,2.2,6.1,10.1,-3.1,0.1,-0.9,-2.8
CC1=C(C(=O)Nc2ccccc2C)C(c2ccc(C)o2)NC(=S)N1 (stereo unspecified),3.4,14.7,2.2,3.2,-10.8,-2.1,1.6,-0.2,-1.7

# 4 successive records already listed, for reference:
SMILES,TAAR1 ag,CHO-K1 Ca PAM,M4 PAM,CHRM5 PAM,TAAR1 antag,CRFR2-BP antag,CRFBP-R2 agonist,M5 ag,CHRM5 antagonist
O=C(CN1C(=O)CSc2ccc(S(=O)(=O)N3CCOCC3)cc21)NCCCN1CCCCC1,11.0,13.2,0.9,-4.7,-21.4,7.1,-0.2,-2.1,11.6
O=C(O)COc1c(Cl)cc(/C=C2/NC(=O)NC2=O)cc1Br,0.8,9.8,12.7,-2.2,10.8,15.1,-0.3,0.7,12.5
CCCC1NC(=O)c2cccnc2-n2c1nc1ccc(Cl)cc1c2=O (stereo unspecified),0.2,14.8,9.6,1.5,-7.7,-5.2,-1.2,0.8,2.2
Cc1c(N/C(=N/S(=O)(=O)c2cc([N+](=O)[O-])ccc2Cl)c2ccccc2)c(=O)n(-c2ccccc2)n1C,2.1,18.1,1.3,2.7,5.4,0.5,0.6,-3.2,3.2

# Remaining list, next part.
SMILES,TAAR1 ag,CHO-K1 Ca PAM,M4 PAM,CHRM5 PAM,TAAR1 antag,CRFR2-BP antag,CRFBP-R2 agonist,M5 ag,CHRM5 antagonist
O=C(CN1CCN(Cc2ccccc2)CC1)N1CCCCCC1,0.6,-5.9,-6.2,4.2,-2.2,-3.8,4.2,-15.5,10.8
Cc1cccc(C)c1NC(=O)CS(=O)CC(=O)NCCCc1ccccc1 (stereo unspecified),3.7,14.1,-0.1,-3.5,-5.4,-10.2,-1.8,3.4,-0.5
Cc1cc(C(=O)N2CCCC(CO)(Cc3ccc(F)cc3)C2)c(C)o1 (stereo unspecified),3.8,16.1,6.5,0.2,-32.7,-19.0,-1.3,-2.7,3.7
CC1(C)CC2(CC(c3ccccc3F)c3ccc(O)c(O)c3O2)NC(=S)N1 (stereo unspecified),1.1,0.8,4.4,2.8,-8.0,-6.1,-1.0,-4.6,8.0
COc1ccc(C(=O)NCc2ccncc2)cc1OC,3.5,-3.2,7.7,-7.7,-4.2,5.8,1.3,-0.3,-3.1
